# Assay outcomes as filed in PubChem.
# MRP1 act – H69AR viability gain despite doxorubicin, primary screen, MRP-1 activator project, H69AR cells, CellTiter-Glo | viability rescue | viability increase, % at 10 µM | hit rate 0.61% among 140,000;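 active = viability gain under doxorubicin at or above a set limit, the compound median plus 3 SD, cut at about 4.7% in these data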;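 also: MRP-1 overexpressing cells given doxorubicin 25 µM after compound pretreatment; 18-22 h compound pretreatment then 72 h with doxorubicin before readout; 0% = doxorubicin-only wells and 100% = vehicle-treated cells without doxorubicin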
# Yeast life ext – compounds extending yeast replicative lifespan, primary screen, S. cerevisiae, OD615; S. cerevisiae growth with nicotinamide; deaD strain in restrictive glucose medium; hit rate 0.68% among 130,000; inhibition of the nicotinamide effect, % at 10 µM;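 active = inhibition above a set limit, placed 3 SD over the median of all compounds, cut at about 26% in these data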;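 also: 0% = nicotinamide-treated wells and 100% = cells grown without nicotinamide; some compounds called inactive have numbers as strong as hits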
#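 Test system: DeaD-strain S. cerevisiae / Buffer or medium: restrictive glucose medium / Also added: nicotinamide 1.5 mM / Doses: one concentration, 10 µM, DMSO 0.25% / Schedule: 48 h at 30 °C / Signal: OD615 measurement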
# GALR2 antag – GALR2 antagonists in receptor-expressing cells, primary screen; Galanin receptor type 2 (Homo sapiens), O43603; antagonist mode; inhibition, % at 4 µM; hit rate 0.39% among 140,000; AID 828, 2007; in the data active = inhibition above about 27%;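 also: cells stimulated with galanin 1-16 at roughly its EC80; 0% = agonist challenge control and 100% = basal control without agonist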
# Target sequence (O43603 whole entry, looked up): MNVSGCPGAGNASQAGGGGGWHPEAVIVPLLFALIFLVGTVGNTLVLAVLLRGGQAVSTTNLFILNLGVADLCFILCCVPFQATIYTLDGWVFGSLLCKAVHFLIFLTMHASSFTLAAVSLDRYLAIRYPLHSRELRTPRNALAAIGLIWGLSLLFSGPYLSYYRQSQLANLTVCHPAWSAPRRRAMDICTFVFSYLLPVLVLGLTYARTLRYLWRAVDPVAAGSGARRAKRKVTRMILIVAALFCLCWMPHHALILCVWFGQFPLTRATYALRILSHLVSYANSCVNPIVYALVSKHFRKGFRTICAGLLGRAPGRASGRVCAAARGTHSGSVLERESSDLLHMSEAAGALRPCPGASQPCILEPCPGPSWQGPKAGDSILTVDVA
# E-sel TNF inh – E-selectin induction blockers in HUVEC – imaging, immunofluorescence, high content, primary screen; HUVEC TNFa-induced E-selectin immunofluorescence; inhibition, % at 2 µM; hit rate 0.71% among 120,000; AID 1246, 2008;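 active = inhibition above the batch mean plus 3 SD, and confirmed as a hit on visual image review, cut at about 43% in these data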;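 also: 0% = TNF-stimulated DMSO wells and 100% = unstimulated control wells; not every result past the cut was called active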
# Yeast growth inh – growth inhibitors of yeast BB579 in restrictive medium, primary screen, yeast lifespan-shortening project, S. cerevisiae; inhibition, % at 10 µM; AID 804, 2007; hit rate 0.51% among 140,000; OD615, 48 h;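 active = inhibition above a set limit, 3 SD over the mean compound inhibition, cut at about 44% in these data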; also: inactives centre near -24
#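 System: Saccharomyces cerevisiae DeaD strain BB579, replicative lifespan model yeast. Buffer or medium: restrictive glucose-based CSMM-D medium. Doses: one dose, 10 µM compound with 0.25% DMSO. Timing: 4 h preincubation and 48 h exposure at 30 °C. Detection: turbidity as optical density at 615 nm. Benchmarks: amphotericin B 10 µg/mL, positive.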
# PTEN del growth – growth suppression of PTEN-null HCT116, primary screen, cell-based, CellTiter-Glo. HCT116 PTEN-null viability, 60 h; stronger effect = lower value. viability, % at 10 µM. hit rate 1.2% among 140,000;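 active = viability at or below a set limit, 4 SD under the median of all tested compounds, cut at about 3.7% in these data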;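 also: PTEN knockout HCT116 line with beta catenin targeted HCT116 as companion control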
# Phagocyt inh – inhibitors of macrophage phagocytosis, primary screen, imaging, J774A.1 cells, IgG beads. J774A.1 macrophage IgG-bead phagocytosis. inhibition, % at 5 µM. hit rate 0.07% among 110,000. AID 1029, 2008;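 active = inhibition above the mean of the plate negative controls plus 5 SD, cut at about 13% in these data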;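 also: phagocytic index as fraction of beads internalized from green versus red external bead signal; plate controls were DMSO negative control for no effect and cytochalasin-D positive control for full effect; some results beyond the cut were filed as inactive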
# NPY Y2 blocker – NPY-Y2 receptor antagonists, primary screen, cell-based | NPY-Y2 expressing cells, antagonist mode | hit rate 0.99% among 140,000 | inhibition, % at 2.7 µM | Neuropeptide Y receptor type 2 (Homo sapiens), P49146; in the data active = inhibition above about 17%;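 also: 0% = vehicle with agonist challenge and 100% = reference antagonist with challenge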
# Target sequence (P49146 whole entry, looked up): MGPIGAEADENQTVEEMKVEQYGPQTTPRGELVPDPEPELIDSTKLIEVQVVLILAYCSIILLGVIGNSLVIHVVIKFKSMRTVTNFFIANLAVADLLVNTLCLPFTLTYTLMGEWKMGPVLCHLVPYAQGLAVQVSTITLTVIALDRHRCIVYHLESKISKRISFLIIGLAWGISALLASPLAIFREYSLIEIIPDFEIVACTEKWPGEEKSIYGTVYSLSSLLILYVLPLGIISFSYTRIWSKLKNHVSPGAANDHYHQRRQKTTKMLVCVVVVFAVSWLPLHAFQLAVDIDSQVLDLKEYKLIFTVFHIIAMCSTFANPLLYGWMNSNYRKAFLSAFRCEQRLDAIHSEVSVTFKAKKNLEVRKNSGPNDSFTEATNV
# bCat KO growth – primary screen for growth suppressors in beta-catenin knockout HCT116 cells (colon tumor, human) | viability, % at 10 µM | AID 818, 2007 | hit rate 1.5% among 140,000 | HCT116 beta-catenin knockout viability, CellTiter-Glo, 60 h; stronger effect = lower value;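 active = viability at or under a set limit, the compound median less 4 SD, cut at about 6% in these data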;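 also: 0% = Hyamine 1622 control at 20 µM and 100% = untreated cell control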
# Measles CPE – compounds protecting cells from measles virus cytopathic effect, primary screen, measles RdRp inhibitor project, single point, MLSMR library, absorbance. Measles virus-infected cells, CPE protection. protection (pct of control), % at 4 µM. hit rate 1.5% among 140,000. AID 841, 2007; in the data active = protection mostly above about 24%, no sharp cut-off; inactive = mostly below about 26%; also: some compounds called inactive have numbers as strong as hits
# The depositor's hits bear a star; nt = not tested or not shown; & = joins results of further samples.
# Preview, 4 compounds:
SMILES,MRP1 act,Yeast life ext,GALR2 antag,E-sel TNF inh,Yeast growth inh,PTEN del growth,Phagocyt inh,NPY Y2 blocker,bCat KO growth,Measles CPE
CCn1cc(CN(C)C(=O)/C=C/c2ccc([N+](=O)[O-])cc2)c(C)n1,-1.5,-1,-1,4,-24,85,-14,2,83,14
O=C(N/N=C/c1cc(Br)cs1)c1ccccc1[N+](=O)[O-],-3.3,-1,15,nt,-35,40,-3,3,28,8
Cc1cccc2sc(NNC(=O)c3ccc4c(c3)OCCO4)nc12,-3.5,-5,10,2,10,24,nt,2,32,37*
O=C(CCCCn1c(=O)[nH]c2ccccc2c1=O)NC1CCN(Cc2ccccc2)CC1,-1.6,7,-6,-11,-21,90,nt,0,93,8

# The whole of this part (from the top)
SMILES,MRP1 act,Yeast life ext,GALR2 antag,E-sel TNF inh,Yeast growth inh,PTEN del growth,Phagocyt inh,NPY Y2 blocker,bCat KO growth,Measles CPE
CCn1cc(CN(C)C(=O)/C=C/c2ccc([N+](=O)[O-])cc2)c(C)n1,-1.5,-1,-1,4,-24,85,-14,2,83,14
O=C(N/N=C/c1cc(Br)cs1)c1ccccc1[N+](=O)[O-],-3.3,-1,15,nt,-35,40,-3,3,28,8
Cc1cccc2sc(NNC(=O)c3ccc4c(c3)OCCO4)nc12,-3.5,-5,10,2,10,24,nt,2,32,37*
O=C(CCCCn1c(=O)[nH]c2ccccc2c1=O)NC1CCN(Cc2ccccc2)CC1,-1.6,7,-6,-11,-21,90,nt,0,93,8
NS(=O)(=O)c1ccc(NC(=O)C2CCCO2)cc1 (centres undefined),-0.9,-5,3,6,-12,91,-2,1,97,17
COc1cccc(CNC(=O)c2cnc(-c3ccccn3)nc2C(F)(F)F)c1,-0.9,-14,5,-39,-21,96,0,2,105,19
COc1ccc2nc(SCC(=O)Nc3c(C)cccc3C)[nH]c2c1,-2.4,-9,3,6,-36,93,nt,0,93,21
O=C(NNc1cccc(Cl)n1)c1ccc(Cl)cc1Cl,0.3,-14,-4,11,-45,96,nt,-1,101,16
Cc1ccc(S(=O)(=O)N2CCN(C(=O)c3ccccc3)CC2)cc1,-0.9,-10,-6,17,5,83,0,3,81,3
Cc1ccc(NC(=O)COc2nc(C)cs2)cc1,-0.6,-9,2,-50,2,99,nt,0,94,8
Cc1ccccc1-n1nc2c(c1NC(=O)c1c(-c3ccccc3Cl)noc1C)CS(=O)(=O)C2,-2.4,-5,-3,nt,-24,90,-1,7,92,2
CCOC(=O)CSc1nc2ccc(N3CCOCC3)cc2c(=O)n1Cc1ccccc1,-1.8,4,4,-1,-51,101,-1,0,79,9
CCOC(=O)c1ccc(NS(=O)(=O)c2cc(C)ccc2OC)cc1,-0.2,-4,3,-10,-4,79,1,-1,76,5
COc1ccccc1C(=O)Nc1nnc(-c2ccc3c(c2)CCCC3)o1,0.2,-10,5,-18,-35,107,1,10,87,3
NC(Cc1ccc(Oc2ccc(O)cc2)cc1)C(=O)O (centres undefined),0.9,6,13,nt,-15,100,nt,-1,97,33
CCn1c(SCC(=O)N/N=C/c2ccc(O)c(OC)c2)nc2ccccc21,-3.0,-2,-1,nt,-29,89,1,7,86,24
CCCn1c(N2CCN(CC(=O)c3c(C)n(C)c4ccc(OC)cc34)CC2)nc2c1c(=O)[nH]c(=O)n2C,-4.8,-23,-8,5,-9,18,nt,-1,15,8
N#C/C(=C/c1ccccc1[N+](=O)[O-])C(=O)NCc1ccco1,-4.8,21,-1,34,-20,78,-6,2,78,18
CCNc1nc(N)nc(Oc2ccc(OCCOc3ccccc3)nn2)n1,-0.5,-4,11,-14,-18,93,0,3,88,20
CCOC(=O)CSc1nnc(NC(=O)c2cc([N+](=O)[O-])cc([N+](=O)[O-])c2)s1,-0.7,-2,-4,nt,-16,96,-3,4,90,4
O=C(CCCn1c(=S)[nH]c2cc3c(cc2c1=O)OCO3)N1CCc2ccccc2C1,-5.2,-25,28*,-11,-52,85,nt,1,87,8
NNC(=O)/C(=C\c1cccs1)NC(=O)c1ccccc1,0.9,5,11,9,-45,96,-6,2,100,3
Cc1cc(F)ccc1NCC(=O)Nc1ccccc1Br,-0.9,-6,-19,nt,0,88,4,2,87,50*
O=C(NCCOC(=O)c1cccs1)c1cccnc1,-2.1,-19,-1,0,17,98,0,2,95,10
CCc1cccc2c1NC(=O)[C@]21[C@@H]2C(=O)N(Cc3ccccc3)C(=O)[C@@H]2[C@@H]2CCCN21,-0.6,-8,-7,-27,-84,91,0,-2,98,9
SMILES,MRP1 act,Yeast life ext,GALR2 antag,E-sel TNF inh,Yeast growth inh,PTEN del growth,Phagocyt inh,NPY Y2 blocker,bCat KO growth,Measles CPE
CC(C)OCCCNC(=O)CN1CCN(Cc2ccccc2Cl)C1=O,0.5,-5,-8,15,-68,100,-1,2,104,6
CC(C)CC(=O)NCCNC(=O)c1cc(OCC(F)(F)F)ccc1OCC(F)(F)F,-4.3,-6,-2,17,-13,91,nt,3,84,9
O=C(Nc1nc(-c2ccccc2)c(C(=O)c2ccccc2)s1)c1ccc(S(=O)(=O)N2CCCC2)cc1,0.4,-2,-9,nt,-17,84,-10,4,90,6
CC1(C)CC(=O)C([N+](=O)[O-])=C(NCCCC(=O)O)C1,-0.7,-1,6,nt,-4,94,0,2,91,9
CC1=NN(S(=O)(=O)c2ccc(F)cc2)C(=O)c2ccccc2O1,-0.5,-17,15,2,-8,91,nt,2,105,4
CCCCNCCOc1ccccc1-c1ccccc1,-2.4,3,21,-12,-13,62,nt,16,62,6
O=c1c(-c2ccco2)[n+]([O-])c2ccccc2n1OCc1ccccn1,0.2,-1,-1,-39,-65,118,0,4,101,6
O=C(CCCC(=O)NCC1CCCO1)NCC1CCCO1 (centres undefined),-0.7,-11,2,-22,-5,103,0,-2,90,5
COC(=O)c1cc(OC)c(OC)cc1NC(=O)CSc1nnc(-c2cccnc2)n1C,-1.4,-5,-5,8,-14,88,nt,0,102,10
Cc1ccc(Cl)c(OCCCCN(C)Cc2ccccc2)c1,-2.6,-11,1,-2,-5,56,1,15,53,3
N#C/C(=C\c1c(N2CCCCCC2)nc2ccccn2c1=O)C(=O)NC1CCS(=O)(=O)C1 (centres undefined),-1.2,0,-20,8,11,111,-4,0,95,13
Cc1ccc(C)c2[nH]c(=O)c(CCNS(=O)(=O)c3ccccc3)cc12,-2.4,2,-1,5,9,93,0,0,86,11
CCC(=O)N1CCCc2cc(S(=O)(=O)N3CCN(c4ncccn4)CC3)ccc21,-1.8,-13,15,-8,-7,71,0,0,70,4
COC(=O)c1cc2sc(Cl)cc2n1Cc1nc(-c2cccc(C)c2)oc1C,2.8,3,2,3,6,78,nt,1,81,9
COc1ccc(C2Nc3ccccc3C(=O)N2Cc2ccccc2)cc1CSc1ccccn1 (centres undefined),-1.9,-9,-9,-12,-43,84,0,3,79,12
COc1ccc(CN(CC(=O)NC2CCCC2)C(=O)c2onc(C(N)=O)c2N)cc1,-0.8,-8,-1,-21,-6,92&91,0,6,75,3
COc1ccc(N2CCN(C(=O)C3CCC(Cn4c(=S)[nH]c5ccccc5c4=O)CC3)CC2)cc1 (centres undefined),0.2,-1,-14,-37,-42,52,1,-1,50,22
O=[N+]([O-])c1ccc(-n2nnnc2-c2ccccc2)c([N+](=O)[O-])c1,-4.6,3,20,nt,-2,0.6*,-3,0,0.6*,23
CCCCc1cc(=O)oc2cc(OCC(=O)N(CC)CC)ccc12,-0.5,-10,-2,13,-3,97,nt,2,100,1
COc1ccc(CNC(=O)c2sc3nc4c(c(C(F)(F)F)c3c2N)CCC4)cc1OC,2.3,3,-9,nt,-11,74,-1,3,80,12
COCCNC(=S)N/N=C/c1c(C)[nH]c2ccccc12,2.2,-1,11,nt,13,89,-9,-2,84,3
Cc1oc2c(cc(NS(=O)(=O)c3cccs3)c3ccccc32)c1C(=O)OC(C)C,-4.5,nt,-6,-31,-36,80,nt,1,78,3
CCc1nnc(NC(=O)CSc2nnc(-c3ccccc3O)n2-c2ccc(C)cc2C)s1,-3.1,2,-16,1,-47,24,0,7,23,6
CC(C)(C)c1ccc(NC(=O)NCc2ccco2)cc1,-3.8,-8,-8,nt,-1,70,1,0,80,20
O=C(COc1ccc(CO)cc1Cl)Nc1ccc(F)cc1,-1.9,-10,-7,nt,-24,100,0,3,98,13
SMILES,MRP1 act,Yeast life ext,GALR2 antag,E-sel TNF inh,Yeast growth inh,PTEN del growth,Phagocyt inh,NPY Y2 blocker,bCat KO growth,Measles CPE
COc1ccc(NC(=O)Cn2c(-c3ccccc3)cn(-c3ccc(C)cc3)c2=O)cc1,-3.6,-4,-6,nt,-21,91,0,-1,86,10
O=C(c1ccco1)N1CCN=C1SCc1ccccc1Cl,2.3,-10,4,nt,10,93,0,4,92,3
Cc1csc(NC(=O)CSc2nc3ccccc3s2)n1,-3.2,-9,1,-26,-15,98,-2,4,88,9
O=C(COc1ncnc2ccccc12)NCc1ccc2c(c1)OCO2,-0.7,3,-3,-30,-54,96,nt,1,102,7
CCCCOC(=O)c1ccc(NC(=O)c2ccccc2OC)cc1,-3.2,-6,-8,nt,-38,63,-3,3,56,3
CCOC(=O)C1C(=O)C=C(c2ccc([N+](=O)[O-])cc2)CC1c1ccccc1 (centres undefined),-1.8,-6,0,nt,-66,74,0,2,77,1

# Profiles from above.
# O=C(c1ccco1)N1CCN=C1SCc1ccccc1Cl as listed: MRP1 act: 2.3; Yeast life ext: -10; GALR2 antag: 4; E-sel TNF inh: nt; Yeast growth inh: 10; PTEN del growth: 93; Phagocyt inh: 0; NPY Y2 blocker: 4; bCat KO growth: 92; Measles CPE: 3
# Cc1csc(NC(=O)CSc2nc3ccccc3s2)n1 as listed: MRP1 act: -3.2; Yeast life ext: -9; GALR2 antag: 1; E-sel TNF inh: -26; Yeast growth inh: -15; PTEN del growth: 98; Phagocyt inh: -2; NPY Y2 blocker: 4; bCat KO growth: 88; Measles CPE: 9
